Abeta rescue: A-beta toxicity reversal in yeast; yeast expressing A-beta42, growth rescue, OD600, 48 h; response scale: 0% DMSO, 100% iron-clioquinol control; Potency, µM (highest dose often 46.1 µM), for inactives: top-dose growth rescue, actives largely listed as activators; 410,000 tested, 0.063% active; AID 1347071; note: potency is the fitted concentration of half-maximal effect; nearly all actives have a fitted effect of over 55% in size
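Yeast growth medium received pinned compounds, then yeast cells expressing toxic A-beta were added; plates incubated at 30 C for 48 hr. Growth read as absorbance at 600 nm, normalized to DMSO and equimolar FeCl3 plus clioquinol controls.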
TDP43 rescue: inhibitors of TDP-43 toxicity in yeast | TDP-43 expressing yeast growth rescue, BacTiter-Glo, 24 h | Potency, µM (series often up to 46.1 µM), inactives show at the top dose growth rescue (activation), most hits filed as activators | 410,000 tested, 1.8% active; note: potency is the fitted concentration of half-maximal effect; % of control where 0% means no effect; nearly all actives have a fitted effect of over 50% in size
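In this qHTS, compounds that restore growth of yeast expressing TDP-43 appear as activators. Cells (OD600=0.02, galactose medium, raffinose-pregrown) are incubated with compound 24 hr at 30 deg C and growth is quantified by BacTiter-Glo.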
EPAC2 ag: agonists of human EPAC2 (RAPGEF4) | Q8WZA2 | EPAC2 activation, biochemical qHTS; response scale: 100% = 6.5 mM cAMP response | Potency, µM (doses to about 154 µM), for inactives: at the highest dose activation, usual class: activators | 360,000 tested, 0.079% active | AID 720711; note: potency is the fitted concentration of half-maximal effect; nearly all actives have a fitted effect of over 50% in size
Target sequence (Q8WZA2 whole entry, looked up): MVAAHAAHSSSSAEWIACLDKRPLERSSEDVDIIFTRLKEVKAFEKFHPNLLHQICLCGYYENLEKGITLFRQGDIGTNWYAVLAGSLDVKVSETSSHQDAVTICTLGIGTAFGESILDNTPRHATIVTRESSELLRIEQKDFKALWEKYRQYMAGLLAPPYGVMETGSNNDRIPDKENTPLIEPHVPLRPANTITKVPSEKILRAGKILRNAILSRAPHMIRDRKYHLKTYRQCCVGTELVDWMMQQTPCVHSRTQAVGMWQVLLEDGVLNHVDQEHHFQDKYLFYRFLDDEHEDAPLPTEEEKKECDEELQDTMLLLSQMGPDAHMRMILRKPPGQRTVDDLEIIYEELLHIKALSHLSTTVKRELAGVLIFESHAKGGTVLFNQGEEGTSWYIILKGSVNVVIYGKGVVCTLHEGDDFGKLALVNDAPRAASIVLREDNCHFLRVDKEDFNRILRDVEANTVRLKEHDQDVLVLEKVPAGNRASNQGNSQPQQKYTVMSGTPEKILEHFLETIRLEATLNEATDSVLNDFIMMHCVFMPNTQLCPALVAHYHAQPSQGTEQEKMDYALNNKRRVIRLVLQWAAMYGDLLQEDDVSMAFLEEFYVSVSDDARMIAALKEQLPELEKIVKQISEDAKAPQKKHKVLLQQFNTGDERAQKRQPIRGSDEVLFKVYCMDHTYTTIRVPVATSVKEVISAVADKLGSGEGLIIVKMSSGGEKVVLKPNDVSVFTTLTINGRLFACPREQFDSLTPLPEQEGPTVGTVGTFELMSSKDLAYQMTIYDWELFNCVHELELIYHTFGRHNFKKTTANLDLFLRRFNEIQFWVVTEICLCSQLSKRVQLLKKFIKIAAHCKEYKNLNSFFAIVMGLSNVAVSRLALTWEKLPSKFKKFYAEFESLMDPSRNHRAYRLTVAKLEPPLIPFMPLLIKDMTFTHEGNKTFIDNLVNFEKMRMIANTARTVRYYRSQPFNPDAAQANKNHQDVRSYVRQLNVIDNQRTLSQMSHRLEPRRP
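Readout is BODIPY fluorescence (480 nm excitation, 540 nm emission), which falls as labeled GDP is exchanged off Rap1B. EPAC2 at 100 nM acted on 250 nM RAP1B-BODIPY-GDP with 50 uM GDP present.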
EPAC2 antag: antagonists of human EPAC2; EPAC2 GEF exchange of Rap1B-BODIPY-GDP, fluorescence; Potency, µM (series often up to 114 µM), inactives show top-dose activity, negative = inhibition, most hits filed as inhibitors; 360,000 tested, 0.18% active; AID 720708; note: potency is the fitted concentration of half-maximal effect; % is set by controls: 0 for no effect and ±100 for the full control effect; nearly all actives have a fitted effect of over 45% in size; many of its hits are not listed in these tables
DRD3 agonist: D3 dopamine receptor (human) agonism; P35462; D3R DiscoveRx beta-arrestin cells, luminescence, 90 min; max activation, %; 410,000 tested, 0.58% active; in the data active = max activation above about 30%; note: 0% is about no effect; mostly tested at two doses, the higher about 12 µM
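Agonist mode: compounds and dopamine controls were applied to plated cells for 90 min at 37 degrees C after an overnight attachment at 1500 cells/well. Luminescent read-out followed 30 - 60 minutes at room temperature with DiscoveRx detection reagent.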
aSyn yeast inh: inhibitors of alpha-synuclein toxicity in yeast; Potency, µM (series often up to 46.1 µM), inactives show at the top dose growth rescue (activation), most hits filed as activators; Yeast expressing alpha-synuclein, growth rescue, BacTiter-Glo, 24 h; 370,000 tested, 0.14% active; note: potency is the fitted concentration of half-maximal effect; % of control where 0% means no effect; nearly all actives have a fitted effect of over 65% in size
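Readout is rescue of growth in alpha-synuclein-expressing yeast, so inhibitors of toxicity appear as activators. Growth after 24 hr at 30 deg C in galactose medium is quantified by luminescence.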
FUS yeast rescue: FUS proteinopathy suppression in yeast; S. cerevisiae FUS-expressing, growth rescue, OD600, 24 h; Potency, µM (top dose mostly 76.6 µM), inactives show at the top dose growth rescue (activation), actives largely listed as activators; 390,000 tested, 0.24% active; AID 1347120;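 note: potency is the fitted concentration of half-maximal effect; plate controls were DMSO vehicle for no effect and reference control for full effect; nearly all actives have a fitted effect of over 55% in size; some results filed as inactive show a strong effect at the top dose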
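Cultures pregrown in 2.5% raffinose medium are shifted to minimal medium containing 2% galactose to express toxic FUS. Compounds are tested at several concentrations. After 24hr at 30C, growth is quantified at 600 nm absorbance.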
DRD3 antagonist: D3 dopamine receptor (human) antagonism. P35462. D3R cells, DiscoveRx beta-arrestin luminescence, antagonist mode; active compounds read low. max response, negative = inhibition, %. 360,000 tested, 2.5% active; in the data active = max response below about -50%; inconclusive = no clear call, values can overlap the other calls; note: % is set by controls: 0 for no effect and ±100 for the full control effect; mostly tested at two doses, the higher about 12 µM
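Cells expressing the human receptor were seeded at 1500 cells/well, incubated overnight at 37 degrees C in 5% CO2, then exposed to library compounds with dopamine controls for 90 minutes at 37 degrees C before luminescent detection.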
* marks the source's active call; other numbers are inactive results; ? = inconclusive; . = not tested or not shown; & = joins results of further samples; [ ] = another dose, or the depositor's remark. Unless noted, calls come from the whole dose curve; as a rule, active = well fitted curve in the direction sought with a large enough effect; inconclusive = small, poorly fitted or top-dose-only effect, or another doubt; inactive = no such curve, though single readings can be large; an effect the other way counts as inactive or inconclusive. These rows are one share of the data; the hit share may differ from the screen's.

SMILES	Abeta rescue	TDP43 rescue	EPAC2 ag	EPAC2 antag	DRD3 agonist	aSyn yeast inh	FUS yeast rescue	DRD3 antagonist
CCOc1ccc2oc(-c3ccccc3)c(C(=O)O)c2c1	-8%	-19%	-4%	4%	1	1%	26%	-19
Cc1ccccc1Oc1nnc(-c2cccs2)c2ccccc12	-8%	8%	21%	-9%	-11	-3%	9%	?
COCCCNc1nc2c(c(=O)n(C)c(=O)n2C)n1Cc1ccccc1	-22%	-1%	.	.	4	.	22%	.
CCCCNC(=S)NNC(=O)c1sccc1C	-7%	-12%	5%	19%	-44	-6%	17%	-18
O=C(CSc1ccc2nnc(-c3ccccn3)n2n1)Nc1ccccc1F	0%	14%	2%	-2%	12	-1%	.	31
Cc1cccn2c(=O)c3cc(C(=O)NCCCN4CCCC4=O)n(C)c3nc12	0%	-26%	12%	-3%	7	-3%	17%	7
COc1ccc(NC(=O)CN2CCN(c3ccccc3F)CC2)cc1	2%	-11%	-2%	-3%	-11	-19%	31%	-87*
COc1ccc(-c2nc3c(c(=O)c4ccccc4n3C)c(=O)n2Cc2ccccc2)cc1	0%	-33%[inhibitor]	-4%	-2%	4	25%	.	12
Cc1ccc(C)c(NC(=O)CN(C)C(=O)c2cc3ccccc3oc2=O)c1	2%	17%	4%	8%	-18	0%	-3%	-4
C/C(=N\NC(=O)C1CC1c1ccccc1)c1ccc(C)s1 (stereo unspecified)	6%	-9%	-11%	-1%	1	-5%	-8%	17
COc1cc(N(C)C)c([N+](=O)[O-])cc1C(=O)N1CCOCC1	-1%	13%	4%	-3%	7	4%	0%	10
C/C(=N\OCC(=O)OC(C)C(=O)Nc1ccc(C(N)=O)cc1)c1ccc2c(c1)OCO2 (stereo unspecified)	-1%	20%	-1%	-4%	1	-1%	.	-2
CCc1ccc2[nH]c(=O)c(CN(Cc3ccco3)S(=O)(=O)c3ccc4c(c3)OCCO4)cc2c1	5%	-11%	-2%	-2%	1	-1%	13%	11
COc1ccc(NC(=O)c2cnc(Nc3ccc(C)c(Cl)c3)c3ccccc23)cc1OC	0%	20%	.	.	6	.	-13%	.
CSc1ccc(C2c3c(oc4ccc(F)cc4c3=O)C(=O)N2c2ccc(C)cn2)cc1 (stereo unspecified)	14%	10%	.	.	7	.	17%	.
Cc1cccc(C)c1NC(=O)CN(C1CCCCC1)S(C)(=O)=O	-10%	-18%	24%	-1%	-4	-4%	9%	-11
CCOC(=S)SCC(=O)N1CCc2cc(OC)c(OC)cc2C1C1C(=O)CC(C)(C)CC1=O (stereo unspecified)	-7%	11%	-8%	4%	-2	4%	10%	-22
Cc1nn(C)cc1CN(C)C(=O)c1cc(COc2ccc(F)cc2F)on1	8%	0%	4%	-13%	-8	2%	-7%	31
O=C1CN=C(Nc2ccccc2Cl)N1c1ccccc1	3%	8%	5%	-5%	0	-6%	-14%	8
Cc1nc(NCCN2CCOCC2)c2nnn(Cc3ccccc3Cl)c2n1	7%	-11%	-5%	6%	2	-3%	20%	19

3 of the compounds above, as a markdown table.
| SMILES | Abeta rescue | TDP43 rescue | EPAC2 ag | EPAC2 antag | DRD3 agonist | aSyn yeast inh | FUS yeast rescue | DRD3 antagonist |
| --- | --- | --- | --- | --- | --- | --- | --- | --- |
| COc1cc(N(C)C)c([N+](=O)[O-])cc1C(=O)N1CCOCC1 | -1% | 13% | 4% | -3% | 7 | 4% | 0% | 10 |
| C/C(=N\OCC(=O)OC(C)C(=O)Nc1ccc(C(N)=O)cc1)c1ccc2c(c1)OCO2 (stereo unspecified) | -1% | 20% | -1% | -4% | 1 | -1% | . | -2 |
| CCc1ccc2[nH]c(=O)c(CN(Cc3ccco3)S(=O)(=O)c3ccc4c(c3)OCCO4)cc2c1 | 5% | -11% | -2% | -2% | 1 | -1% | 13% | 11 |

(continued)
SMILES	Abeta rescue	TDP43 rescue	EPAC2 ag	EPAC2 antag	DRD3 agonist	aSyn yeast inh	FUS yeast rescue	DRD3 antagonist
CCN1C(=O)C2(C(C#N)=C(N)Oc3n[nH]c(-c4ccccc4)c32)c2ccccc21 (stereo unspecified)	5%	3%	8%	-1%[57.1 µM]	1	3%	10%	-8
Clc1nc(NCCN2CCOCC2)nc(NCc2ccccc2)n1	6%	12%	4%	-5%	0	0%	-30%	1
COc1cccc(CNCCSc2nnnn2C)c1OCc1ccccc1Cl	-8%	-19%	.	.	-21	.	-5%	.
CCOC(=O)c1ccccc1NC(=O)CSc1nc(N)cc(=O)[nH]1	1%	5%	5%	-3%	2	3%	32%	0
Cc1ccc(CNC(=O)C2CCN(S(=O)(=O)N3CCOCC3)CC2)cc1	-2%	-18%	-3%	4%	40*	-15%	6%	7
C=CCc1cc(C)ccc1OCCCn1ccnc1	-1%	-13%	3%	-11%	-10	-2%	-8%	-4
COc1ccc(-n2nc3c(c2NC(=O)CCCl)CSC3)cc1	15%	-12%	14%	-2%	5	8%	17%	-1
COc1ccc(C2=NO[C@@H]3C(=O)N(Cc4ccccc4)C(=O)[C@H]23)c(OC)c1	6%	4%	8%	-26%	-1	1%	17%	0
CN(C(=O)COC(=O)CNC(=O)c1ccc2ccccc2c1)c1c(N)n(Cc2ccccc2)c(=O)[nH]c1=O	8%	6%	5%	7%	6	-7%	?	-1
O=C(O)c1ccccc1NC(=O)C(Cc1ccccc1)N1C(=O)c2ccccc2C1=O (stereo unspecified)	1%	10%	-2%	-15%	-4	-12%	-7%	-9
Cc1cc(F)cc(-c2cc(C(=O)NCc3ccco3)[nH]n2)c1	-17%	12%	7%	3%	-2	3%	7%	12
O=C(Oc1ccc(Cl)cc1)c1cc(-c2ccc3c(c2)OCCO3)on1	-26%	2%	.	.	2	.	19%	.
COc1ccc(C(=O)/C=C/c2ccc(F)cc2)c(OC(=O)c2ccc([N+](=O)[O-])cc2)c1	-18%	-8%	7%	8%	-24	-3%	8%	?
Cc1cc(N2C(=O)C(O)=C(C(=O)c3ccco3)C2c2ccccc2F)no1 (stereo unspecified)	7%	-2%	6%	-3%	-10	-7%	16%	57
CCc1cn(S(=O)(=O)c2ccccc2OC)nc1N	5%	7%	1%	2%	23	2%	13%	8
Cc1ccccc1C(=O)NC1CCN(CC(=O)Nc2ccc3c(c2)OCO3)CC1	1%	14%	2%	-11%	-3	3%	-14%	15
COC(=O)C(C)Sc1nc2c(c(=O)n1-c1ccccc1)SCC2 (stereo unspecified)	11%	25%	3%	-1%	0	-9%	-1%	-20
N#Cc1c(-c2ccc(F)cc2)ccnc1N1CCOCC1	-13%	-13%[1.82 µM]	1%	6%	20	-3%	-1%	18
O=C(O)C1CCN(S(=O)(=O)c2ccc3[nH]ccc3c2)CC1	5%	?	-1%	3%	8	0%	-17%	23
CC1(C)CN(C2CCCCC2)C(=O)[C@H]1CC(=O)Nc1ccccc1	2%	3%	11%	1%	-6	5%	0%	-15
COc1ccc(CC(=O)OC(C)CN2CCOCC2)cc1 (stereo unspecified)	?	-31%	4%	12%	-12	0%	-13%	1
Cc1scc(C(=O)NNC(=S)NCC2CCCO2)c1-c1ccccc1 (stereo unspecified)	22%	0%	6%	-3%	0	8%	-15%	7
O=c1[nH]nc(Sc2ncnc3sccc23)n1CCc1ccccc1	-24%	-15%	8%	11%	10	-4%	15%	?
COc1ccc(NC(=O)N2CCN(S(C)(=O)=O)CC2)c(OC)c1	-20%	22%	-1%	-2%	6	4%	-13%	-6
O=C(CCCCn1c(=O)c2ccccc2n(CC(=O)Nc2cccc(F)c2)c1=O)NCc1ccccc1Cl	-11%	11%	.	.	-9	.	-29%	.
Cc1cc2ccccc2c(=O)n1CC(=O)NCC(=O)N1CCN(c2ccccc2)CC1	-13%	-6%	2%	15%	-8	-3%	22%	-52*
CN(CCc1ccccc1)C(=O)c1ccc(NC(=O)Cc2cccc(NC(=O)C3CCN(C(=O)c4ccccc4)CC3)c2)cc1	-2%	25%	3%	-5%	0	6%	?	0
O=C1CSC(=S)N1/N=C/c1cccc(C(F)(F)F)c1	4%	-6%	-9%	-13%	3	-14%	8%	15
CC#CCN1c2ccccc2[C@]23C[C@@H](C(=O)OC)N(C(=O)c4cc(C)oc4C)C2=NC(C(=O)OC)=C(C(=O)OC)[C@H]13	-5%	4%	6%	-8%	3	-3%	32%	4
CCN(C(=O)c1cc2c(C)nc3ccccc3c2o1)c1cc(Cl)ccc1OC	-9%	8%	-2%	?	5	9%	31%	6
O=C(NCc1ccc(F)cc1)Nc1nnc([C@H]2C[C@H](O)[C@@H](CO)O2)s1	-14%	23%	5%	6%	8	1%	-18%	11
CC1=CS(=O)(=O)CC1Sc1ncn[nH]1 (stereo unspecified)	9%	-31%[inhibitor]	6%	2%	2	6%	30%	12
CC1CCN(CCCNC(=O)c2ccc(CSCc3cccc(Cl)c3)o2)CC1	14%	-9%	-1%	2%	-60	-8%	8%	-62*
O=C(NCc1ccccc1)c1onc(CS(=O)(=O)c2ccc(Cl)cc2)c1C(=O)NCc1ccccc1	-6%	4%	-6%	1%	-6	0%	-10%	-18
Cn1c(=O)n(CC(=O)O)c(=O)c2c1nc1n2CCS1	-2%&-13%	8%&11%	2%&8%	7%&-4%	4&5	4%&0%	11%&-5%	14&12
CN(C)Cc1c(OC(=O)c2ccc(N)cc2)ccc2ccccc12	12%	-10%	2%	-4%	-2	0%	6%	-3
Cn1c(=O)n(Cc2ccccc2F)c2ccccc21	16%	?	-4%	5%	-1	14%	3%	-2
C=C1CCN([C@@H](CC(C)C)C(=O)NN2CCOCC2)S(=O)(=O)c2ccccc21	4%	12%	4%	5%	-2	3%	-21%	6
CN(c1ccc(C(=O)O)cc1)S(=O)(=O)c1ccc(Cl)cc1	19%[9.22 µM]	16%	11%	9%	-4	3%	-48%	2
CCC(C)/C(C)=N/Nc1ccc(S(N)(=O)=O)cc1[N+](=O)[O-] (stereo unspecified)	-7%	16%	-9%	-23%	6	5%	-1%	0
c1ccc(C(c2ccccc2)N2CCN(c3ccc4ccccc4n3)CC2)cc1	0%	-6%	-11%	1%	27	-11%	20%	0

Complete entries from above.
Cn1c(=O)n(CC(=O)O)c(=O)c2c1nc1n2CCS1 as listed: Abeta rescue: -2%&-13%; TDP43 rescue: 8%&11%; EPAC2 ag: 2%&8%; EPAC2 antag: 7%&-4%; DRD3 agonist: 4&5; aSyn yeast inh: 4%&0%; FUS yeast rescue: 11%&-5%; DRD3 antagonist: 14&12
CN(C)Cc1c(OC(=O)c2ccc(N)cc2)ccc2ccccc12 as listed: Abeta rescue: 12%; TDP43 rescue: -10%; EPAC2 ag: 2%; EPAC2 antag: -4%; DRD3 agonist: -2; aSyn yeast inh: 0%; FUS yeast rescue: 6%; DRD3 antagonist: -3

Source: PubChem
